# Assay outcomes from PubChem.
# TCR CD3 inh – inhibitors of human TCR-CD3 interaction, primary screen, biochemical, fluorescence, TAMRA-labeled TCR probe | T-cell receptor (TCR) | inhibition, % at 9.4 µM | 360,000 tested, 0.37% active | AID 651800, 2012; in the data active = inhibition above about 19%;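 note: recombinant mutant TCR 2C K166C tagged with TAMRA read by polarization; 0% = receptor in buffer alone and 100% = receptor with positive control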
# UHRF1 binding – UHRF1 methylated DNA binding inhibitors, primary screen, counter-screen for MBD2 inhibitor project, biochemical, TR-FRET, human UHRF1, single concentration. inhibition, % at 4.4 µM. 370,000 tested, 0.75% active. UHRF1 binding to methylated oligo. E3 ubiquitin-protein ligase UHRF1 (Homo sapiens), Q96T88; in the data active = inhibition above about 21%;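 note: UHRF1 SRA domain binding a hemimethylated CpG hairpin DNA probe; 0% = median of test compound wells and 100% = reference inhibitor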
# LEDGF integ inh – blockers of LEDGF/p75-dependent integrase strand transfer – biochemical, TR-FRET, high throughput, primary screen. 370,000 tested, 0.64% active. HIV-1 integrase (with human LEDGF/p75). TR-FRET IN-LEDGF/p75 DNA integration, Eu/Cy5. inhibition, % at 3.7 µM;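 active = inhibition above the screen-wide mean plus 3 SD, cut at about 13% in these data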;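 note: signal is the Cy5 over europium emission ratio at 671 and 618 nm; 0% = plate median of compound wells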
# PG9 Ab binder – binders of HIV-1 gp120 antibody PG9, primary screen, biochemical, TR-FRET; HIV-1 gp120 / PG9 antibody interaction; TR-FRET gp120-PG9 antibody binding; inhibition, % at 6.7 µM; 360,000 tested, 0.43% active; in the data active = inhibition above about 8.5%
# PRMT1 FP inh – PRMT1 methyltransferase inhibitors, primary screen, biochemical, fluorescence polarization; Protein arginine N-methyltransferase 1 (Homo sapiens), Q99873; recombinant PRMT1, activity-based probe fluorescence polarization; inhibition, % at 2.79 µM; 370,000 tested, 1.3% active; AID 652257, 2013;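 active = inhibition above about 21% made by adding two undisclosed values, limit read from the data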
# Target sequence (Q99873 whole entry, looked up): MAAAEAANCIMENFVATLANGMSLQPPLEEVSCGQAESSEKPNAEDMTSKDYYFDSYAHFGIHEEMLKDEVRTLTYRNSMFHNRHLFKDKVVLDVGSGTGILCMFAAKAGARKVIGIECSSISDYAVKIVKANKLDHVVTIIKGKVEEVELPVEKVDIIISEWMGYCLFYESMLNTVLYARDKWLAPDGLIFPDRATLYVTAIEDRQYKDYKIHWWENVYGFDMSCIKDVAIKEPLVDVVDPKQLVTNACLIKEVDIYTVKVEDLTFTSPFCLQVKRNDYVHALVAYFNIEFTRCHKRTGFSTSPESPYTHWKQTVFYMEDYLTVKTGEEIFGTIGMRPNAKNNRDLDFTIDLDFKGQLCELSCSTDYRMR
# rCAG binder – binders of r(CAG) RNA repeats, primary screen, biochemical, fluorescence; r(CAG) RNA repeat, TO-PRO-1 dye displacement fluorescence; inhibition, % at 3 µM; 370,000 tested, 1.3% active; AID 651821, 2012;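 active = inhibition above the plate cutoff, the mean of all test compounds on that plate plus 3 SD, cut at about 35% in these data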;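 note: 0% = DMSO alone and 100% = 100 µM mitoxantrone as full dye displacement; higher means more dye released from RNA so lower well fluorescence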
# HTRA1 inh – HTRA1 serine protease inhibitors, primary screen, biochemical, fluorescence polarization, HTS. Q92743. recombinant HTRA1, FP-rhodamine activity-based probe. inhibition, % at 5.96 µM. 340,000 tested, 0.5% active. AID 504803, 2011; in the data active = inhibition above about 36%;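 note: 0% = enzyme with DMSO and 100% = wells lacking enzyme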
# MBD2 DNA inh – inhibitors of MBD2 binding to methylated DNA, primary screen, biochemical, TR-FRET, DNA-binding domain, human; Methyl-CpG-binding domain protein 2 (Homo sapiens), Q9UBB5; MBD2 binding to methylated oligonucleotide; inhibition, % at 4.4 µM; 370,000 tested, 0.31% active; in the data active = inhibition above about 13%
# mABHD4 FP – ABHD4 inhibitors, primary screen, biochemical, fluorescence polarization, mouse. purified mABHD4, FP-Rh probe fluorescence polarization. inhibition, % at 8.92 µM. 370,000 tested, 0.54% active. AID 720543, 2013;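 active = inhibition exceeding the mean over every tested compound plus 3 SD, cut at about 30% in these data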;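 note: 0% = plate median of compound wells and 100% = S159A mutant with DMSO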
# Target sequence (Q8VD66 whole entry, looked up): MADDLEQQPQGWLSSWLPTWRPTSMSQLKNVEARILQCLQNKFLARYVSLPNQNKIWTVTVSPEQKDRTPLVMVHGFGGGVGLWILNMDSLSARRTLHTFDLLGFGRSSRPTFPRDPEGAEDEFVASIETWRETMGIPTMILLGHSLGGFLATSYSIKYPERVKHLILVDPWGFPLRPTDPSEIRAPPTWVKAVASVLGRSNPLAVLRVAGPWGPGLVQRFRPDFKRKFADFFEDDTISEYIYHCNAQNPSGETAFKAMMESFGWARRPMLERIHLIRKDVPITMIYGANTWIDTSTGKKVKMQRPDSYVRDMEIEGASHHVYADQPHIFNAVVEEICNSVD
#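 Test system: mABHD4 protein | Buffer or medium: HEPES pH 7.0 buffer, 150 mM NaCl, 0.01% Pluronic F-127 | Probe or stimulus: FP-Rh fluorescent activity-based probe, added after compound pre-incubation | Timing: Pre-incubation 45 min, probe exposure 60 min, at 25 °C | Technique: Fluorescence polarization, excitation 525 nm, emission 598 nm, BODIPY TMR filters | Repeats: Single well per compound (singlicate)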
# NR1D1 modulator – modulators of Rev-erb alpha DNA binding, primary screen, biochemical, FITC-DNA, fluorescence polarization, uHTS. Rev-erbα–FITC-DNA binding, 90 min. activity, % at 10 µM. 370,000 tested, 0.79% active;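 active = activity above about 14%, limit read from the data; passing the limit was not always enough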;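 note: 0% = DMSO wells with 35 nM protein and 100% = DMSO wells with 750 nM protein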
# Starred values were filed as active, the others as inactive; x = no result given; & = joins results of further samples.
SMILES,TCR CD3 inh,UHRF1 binding,LEDGF integ inh,PG9 Ab binder,PRMT1 FP inh,rCAG binder,HTRA1 inh,MBD2 DNA inh,mABHD4 FP,NR1D1 modulator
Nc1ccc(Sc2ccccc2)nc1,-5,1,0,3.3,0,0,5,-8,1,-1
CC(C)(C)c1ccc(/C=N/NC(=S)NCc2ccccc2)cc1,-4,-6,4,-3.7,-3,1,-6,-3,-1,-9
CC(C)(C)NC(=O)C(c1ccccc1)n1c(-c2ccc(-c3ccccc3)cc2)nc2ccccc21 (configuration not stated),3,-1,-12,-0.9,-4,4,x,2,-3,2
Cc1ccc(CN(Cc2cccnc2)C(=S)Nc2cc(Cl)ccc2C)cc1,3,-1,-1,-1.5,-7,-1,-27,7,-4,5
COc1cc(/C=C2\CCCc3c2nc2ccccc2c3C(=O)O)cc(Cl)c1O,0,-1,30*,-5.9,7,1,-2,2,14,-4
Cc1cc(C)c2cc(CN(Cc3ccco3)C(=S)NCC3CCCO3)c(=O)[nH]c2c1 (configuration not stated),-3,45*,-1,-0.9,11,2,-23,4,-6,-6
O=C(c1cccc(S(=O)(=O)Nc2ccc(F)cc2)c1)N1CCC1,3,-1,-1,0.0,-2,6,4,0,-2,-1
Cc1ccc(-n2nc3c(c2NC(=O)C2CCCC2)CS(=O)(=O)C3)cc1,9,-2,2,-1.4,1,3,-1,-2,4,1
Cc1ccc(-c2csc(NC(=O)CSc3nc4ccccc4[nH]3)n2)cc1,3,-3,0,-0.5,-1,14,-61,-4,-45,1
O=C(COC(=O)CNS(=O)(=O)c1ccc(F)c(F)c1F)NCCc1ccccc1,2,0,1,-1.4,-1,1,-1,-3,3,7
COC(=O)CCC(=O)c1oc2ccc(Cl)cc2c1NC(=O)CCCN1C(=O)c2ccccc2C1=O,-13,1,0,1.1,1,-2,10,1,-7,41*
COc1ccccc1N(CC(=O)N1CCN(Cc2ccccc2)CC1)S(=O)(=O)c1ccccc1,2,-1,1,0.7,-3,-1,-2,-2,-5,-1
COc1cc(-c2nnc(COC(=O)c3ccc([N+](=O)[O-])o3)o2)cc(OC)c1OC,0,-2,1,-2.1,3,4,11,0,3,7
COC(=O)c1cc2ccccc2c(-c2c(OC)c(C(=O)OC)cc3ccccc23)c1OC,7,0,1,-0.4,-2,-2,-30,-2,-22,4
CN(C)CCCNc1nc(N)c([N+](=O)[O-])c(NCc2ccccc2)n1,5,1,-2,1.9,0,3,1,1,3,2
COc1cccc(C(NC(C)=O)c2nc(-c3cccc4cccnc34)cs2)c1 (configuration not stated),0,-2,-1,0.8,-2,1,x,-3,-5,-6
COC(=O)c1ccccc1COc1cccn2c(N(C)Cc3cccs3)c(C)nc12,-4,-2,1,-2.6,0,1,x,-3,6,-15
COc1cc(Br)cc(/C=C/c2ccc3cccc(O)c3n2)c1OC,1,1,2,-0.6,-4,5,10,-1,5,3
CSc1nc(Oc2ccc3ccccc3c2)c2ccccc2n1,-2,-2,-1,1.0,2,-1,-7,-2,-4,9
CCOc1ccccc1C(=O)NC(C(=O)NCCc1ccccn1)C(C)C (configuration not stated),-1,0,-1,0.3,-2,1,2,1,-4,8
Cc1ccc(C)c(OCCCC(=O)N2CCOCC2)c1,6,-1,2,-1.5,2,-3,-2,1,4,5
CCCCNc1ccc2oc(-c3ccc(OC)cc3)c(-c3ccc(OC)c(F)c3)c2c1,5,0,1,-1.6,0,4,6,2,2,-1
CCOC(=O)C1=C(C)NC(SCC(=O)OC)=C(C#N)C1c1ccc(C(=O)OC)cc1 (configuration not stated),-1,-2,-1,-0.5,6,1,-11&-11,-2,-1,3
COC(=O)c1cc(NC(=O)Cn2c(=O)cnc3ccccc32)cc(C(=O)OC)c1,10,1,0,0.4,-1,2,-4,-4,-5,-5
COc1ccc(NC(=O)c2sc3nc(Cc4ccccc4)cc(C(F)(F)F)c3c2N)cc1OC,2,-1,-2,-1.6,1,4,-10,-5,4,4
COc1ccccc1OCCNC(=O)c1ccc2c(c1)OCCO2,-2,-3,1,1.3,4,-6,2,0,31*,-2
CN(c1ccc(F)cc1)S(=O)(=O)c1ccc(Cl)c(C(=O)Nc2ccc3c(c2)CCC3)c1,3,0,-1,-1.6,-2,7,-52,-2,-29,7
O=C(Nc1ccccn1)c1cc(-c2cccnc2)nc2ccc(Br)cc12,-6,13,1,5.2,2,3,-2,3,4,13
CCC(CC)C(=O)N1CC(=O)Nc2ccc(Br)cc2C1c1ccccc1 (configuration not stated),-5,3,-1,-1.6,0,-1,-18,2,4,-1
CC(C)n1nc(C(=O)NC2CCCCCC2)c2ccccc2c1=O,3,-1,-1,-1.1,1,-1,-1,0,1,3
Cc1ccc2[nH]c(=O)c(CN(C(=O)c3cccs3)c3ccccc3)cc2c1,1,2,2,-3.4,0,-2,0,0,-4,52*
COc1cc(C2C(C#N)=C(N)Oc3c2oc(CO)cc3=O)cc(OC)c1OC (configuration not stated),11,-3,-4,-0.8,-1,0,3,0,6,0
Cc1cc(=O)[nH]c(SCc2nc3ccccc3s2)n1,-3,0,-4,-4.5,2,-1,3,3,2,1
CCOc1ccc(C(C)NC(=O)CN2C(=O)NC3(CCCCC3)C2=O)cc1OCC (configuration not stated),6,-1,-2,-0.7,0,1,-5,-1,0,-1
CSc1nc(N)c2c(n1)N(C)C=NS2(=O)=O,-3,-1,-1,0.0,1,1,-1,-5,-7,-5
O=C(C[n+]1ccc(C(=O)N/N=C/c2ccc(Br)cc2)cc1)c1ccccc1,-3,-3,-2,-0.5,2,10,6,0,0,8
C(=C\c1ccccc1)/CN1CCN(C(c2cccs2)c2nnnn2Cc2ccccc2)CC1 (configuration not stated),7,-4,-3,0.7,0,5,x,-1,4,-1
CC(=O)c1c(C)oc2ccc(NS(=O)(=O)c3ccc(F)cc3C)cc12,-10,1,-1,-0.5,2,3,-10,2,-4,1
O=C(Cc1ccc(S(=O)(=O)N2CCOCC2)s1)Nc1ccc(N2CCOCC2)cc1,0,-4,-3,-2.9,-1,8,3,-7,0,-5
CC(C)(C)c1cc(C(=O)NNc2ccc(OC(F)(F)F)cc2)n(Cc2ccccc2)n1,-2,3,2,-0.8,-2,-3,-13,-3,-5,1
S=C(NCc1cccnc1)Nc1ccc(Cl)cc1,4,1,-4,0.1,0,0,0,0,-4,-1
COc1ccc(Br)cc1/C=C/C(=O)NCC(=O)O,-6,0,-4,1.2,4,-2,6,3,5,-5
Cc1nc(C)c(C(=O)C2=C(O)C(=O)N(CCN(C)C)C2c2cccs2)s1 (configuration not stated),-6,3,1,-0.8,8,4,1,-2,-11,13
Cc1ccc(CCNC(=O)NC(C)(C)C)cc1,0,4,2,-0.6,0,-4,-1,3,3,4
CCOC(=O)C1CCN(C(=O)COc2ccc(N(C)S(=O)(=O)c3ccc(C)cc3)cc2)CC1,2,6,-7,-0.2,6,-8,1,5,-10,-1
Oc1cccc(/C=N/N(Cc2ccccc2)c2ccccc2)c1,8,-2,3,-0.2,1,15,6,1,-4,5
Cc1ccc(C2/C(=C(/O)c3ccc4c(c3)CC(C)O4)C(=O)C(=O)N2CCCn2ccnc2)cc1 (configuration not stated),-7,-4,6,3.0,-3,8,1,-3,-1,4
CC(C)(C)c1cc[n+](-c2[nH]c(=O)sc2/C=N/N=C(\[O-])c2ccccc2)cc1,19,-3,6,-4.2,6,-1,7,-13,15,2
CNc1cncc(-c2ccccc2CO)n1,-8,7,-1,-0.6,10,2,x,8,-8,-5
Cc1ccc(N=CC2=C(O)CC(c3cccc(Cl)c3)CC2=O)cc1 (configuration not stated),0,-1,-2,0.2,0,4,-2,-2,-2,5
# (list continues)
SMILES,TCR CD3 inh,UHRF1 binding,LEDGF integ inh,PG9 Ab binder,PRMT1 FP inh,rCAG binder,HTRA1 inh,MBD2 DNA inh,mABHD4 FP,NR1D1 modulator
O=C1c2ccccc2C(=O)N1CCCc1nc(-c2ccncc2)no1,2,1,-3,0.3,1,3,3,1,4,-1
CC(C)(C)n1nnnc1C(c1ccccc1F)N1CCN(C(=O)c2ccco2)CC1 (configuration not stated),-7,1,0,0.6,-3,0,5,0,-1,-2
CSc1ccccc1C(=O)Nc1cccc(C(C)O)c1 (configuration not stated),-7,21*,-5,0.6,2,-2,-7,2,-8,1
COc1ccc(-c2cc(COc3ccccc3)on2)cc1,3,0,6,0.7,-2,-1,-21,1,-20,-6
Cc1sc2c3ccsc3ccc2[n+]1C,8,2,-1,-1.8,67*,-5,-3,-1,6,0
CCOC(=O)[C@@H]1[C@H]2COc3ccccc3[C@@H]2N2C(=O)N(c3ccc(OC)cc3)C(=O)[C@@]12C,0,-4,-3,-2.0,0,-4,-6,-1,-2,-3
Cc1ccc(-n2c(=O)c3c(c4cc(C)ccc4n3C)n(CC(=O)NCC3CCCO3)c2=O)cc1 (configuration not stated),6,-1,-3,0.6,-2,1,3,1,-6,-3
CCCCNC(=S)NNC(=O)c1cc(-c2cccnc2)nc2ccccc12,1,-3,-5,-2.8,2,43*,-1,0,-1,2
O=C(Nc1ccc(Nc2ccccc2)cc1)Nc1ccccc1Cl,-4,1,-1,-2.0,11,12,32,4,8,3
CN1CCc2c(sc3c2C(=O)NC(c2cn(Cc4ccccc4)c4ccccc24)N3)C1 (configuration not stated),-6,-7,2,-0.3,-1,4,-4,1,-10,6
CCN(CC)c1ccc(C=Nc2ccc(C#N)cc2)c(O)c1,-3,-1,0,-1.2,-1,1,-5,-2,7,-1
COc1cc(/C=C2\SC(=S)N(CCC(=O)Nc3ccccn3)C2=O)cc(OC)c1OC,-2,1,0,-2.2,0,9,-7,0,-6,3
CCC(=O)c1ccc(OCC(=O)N2CCN(c3ncccn3)CC2)cc1,4,3,4,-0.4,-3,-2,-5,5,-6,-2
COCC(C)n1c(C)cc(C(=O)CSc2ncccn2)c1C (configuration not stated),5,-1,3,-1.1,-2,-2,0,-3,4,5
CCN(CC)C(CNC(=O)CSc1nnnn1-c1ccc(C)c(C)c1)c1ccco1 (configuration not stated),3,-2,2,-1.2,1,3,1,1,2,9

# This is a subset; the hit share may differ from the screen's.
